TcdB inh = TcdB glycohydrolase inhibitors, primary screen, biochemical, single point, plate reader; Toxin B (Clostridioides difficile), P18177; TcdB glycohydrolase enzymatic assay; inhibition, % at 9.99 µM; hit rate 0.24% among 350,000; AID 652162, 2013; in the data active means inhibition above about 10%
PrPC surface inh = inhibitors of human cell surface prion protein PrPC, primary screen, cell-based, TR-FRET | TR-FRET read-out | inhibition, % at 13.8 µM | hit rate 0.43% among 370,000 | AID 720596, 2013; in the data active means inhibition above about 24%; further: 0% = median of the test wells and 100% = reference compound wells
BH1578 lux ind = inducers of Vibrio cholerae quorum light production without autoinducers, primary screen, BH1578 luxS cqsA deficient, single point; V. cholerae BH1578 lux reporter, luminescence, 6 h; activation, % at 18.7 µM; hit rate 0.16% among 350,000; in the data active means activation mostly above about 9.7%, no sharp cut-off; further: not every result past the cut was called active; inactives centre near 0; reference of the scale not given here
DUSP3 inh = VHR1 phosphatase inhibitors, primary screen, biochemical, absorbance, uHTS | Dual specificity protein phosphatase 3 (Homo sapiens), P51452 | recombinant VHR phosphatase, pNPP absorbance | inhibition, % at 13.3 µM | hit rate 0.52% among 290,000 | AID 1654, 2009; in the data active means inhibition above about 50%; further: some compounds called inactive have numbers as strong as hits
Target sequence (P51452 whole entry, looked up): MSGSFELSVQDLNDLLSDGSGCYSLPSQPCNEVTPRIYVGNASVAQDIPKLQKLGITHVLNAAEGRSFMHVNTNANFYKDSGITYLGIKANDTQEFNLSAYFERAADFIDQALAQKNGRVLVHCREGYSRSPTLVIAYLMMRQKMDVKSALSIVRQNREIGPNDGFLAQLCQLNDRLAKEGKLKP
SSB-PriA inh = inhibitors of Klebsiella pneumoniae PriA binding to SSB C-terminal tail, primary screen, biochemical, AlphaScreen | PriA–SSB C-terminal tail interaction (Klebsiella pneumoniae) | AlphaScreen SSBct-PriA binding, biotinylated peptide | hit rate 0.6% among 430,000 | AID 1272365, 2023 | inhibition, % at 33 µM; in the data active means inhibition mostly above about 37%, no sharp cut-off; inactive means mostly below about 20%;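 further: plate controls were negative control peptide for no effect and reference peptide for full effect; strong numbers were not always called active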
3CLpro inhibitor = SARS-CoV 3CLpro protease inhibitors, primary screen, biochemical, quenched FRET. Replicase polyprotein 1ab (Severe acute respiratory syndrome coronavirus), P0C6X7. recombinant SARS-CoV 3CLpro, quenched FRET peptide cleavage. inhibition, % at 6 µM. hit rate 0.14% among 290,000; in the data active means inhibition above about 12%
Yp Topo-I inh = Yersinia pestis topoisomerase I inhibitors, primary screen, biochemical, cleavage product accumulation, plate reader, single point | DNA topoisomerase I (Yersinia pestis CO92) | Y. pestis Topo-I cleavage product accumulation | activity, % at 10 µM | hit rate 0.064% among 360,000 | AID 504884, 2011; in the data active means activity above about 50%, passing the limit was not always enough; further: inactives centre near 2
MazEF act = activators of E. coli MazEF toxin-antitoxin RNase, primary screen, biochemical, fluorescence, uHTS; activation, % at 20 µM; FAM/BHQ RNA-DNA oligo cleavage fluorescence, 5 h; hit rate 0.32% among 350,000; AID 504720, 2011; in the data active means activation above about 50%
Target sequence (P0AE70 whole entry, looked up): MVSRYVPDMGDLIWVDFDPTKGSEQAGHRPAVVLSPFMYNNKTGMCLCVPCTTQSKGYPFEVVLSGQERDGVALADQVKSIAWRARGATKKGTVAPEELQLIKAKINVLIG
CCHF vOTU inh = CCHFV vOTU protease inhibitors, primary screen, biochemical, Pep-AMC substrate, fluorescence | Crimean-Congo hemorrhagic fever virus L polyprotein viral ovarian tumor (vOTU) protease … | hit rate 0.55% among 370,000 | inhibition, % at 11.5 µM; in the data active means inhibition above about 30%; further: 0% = vehicle wells with enzyme and 100% = no enzyme wells
Rv3671c inh = Rv3671c serine protease inhibitors, primary screen, biochemical, fluorescence polarization, M. tuberculosis H37Rv. inhibition, % at 5.96 µM. hit rate 0.048% among 320,000. AID 2606, 2010; in the data active means inhibition above about 38%;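 further: extracellular domain of Rv3671c used as enzyme; 0% = enzyme with DMSO and 100% = no enzyme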
Target sequence (P9WHR9 whole entry, looked up, the tested form may be a part): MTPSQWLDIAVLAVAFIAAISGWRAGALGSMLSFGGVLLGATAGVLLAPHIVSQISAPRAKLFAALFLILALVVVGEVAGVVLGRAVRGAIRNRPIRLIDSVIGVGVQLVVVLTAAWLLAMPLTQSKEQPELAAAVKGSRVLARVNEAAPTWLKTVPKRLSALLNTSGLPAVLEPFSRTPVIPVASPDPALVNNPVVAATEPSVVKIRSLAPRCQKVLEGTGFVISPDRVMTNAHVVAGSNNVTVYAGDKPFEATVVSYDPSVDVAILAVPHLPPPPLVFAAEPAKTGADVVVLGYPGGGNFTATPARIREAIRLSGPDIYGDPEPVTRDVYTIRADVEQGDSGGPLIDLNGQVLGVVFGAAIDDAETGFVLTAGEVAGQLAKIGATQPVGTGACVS
The depositor's hits bear a star; i = inactive; / = not tested or not shown; & = joins results of further samples.

SMILES	TcdB inh	PrPC surface inh	BH1578 lux ind	DUSP3 inh	SSB-PriA inh	3CLpro inhibitor	Yp Topo-I inh	MazEF act	CCHF vOTU inh	Rv3671c inh
CCCCNC(=O)/C(=C/c1ccco1)NC(=O)c1ccco1	-0.2	-8	i	20	6	4	0	-1	8	1
COC(=O)c1cc2c(s1)-c1ccccc1OC2	4.0	-25	-0.1	21	-114	/	12	13	-291	3
Cc1nn(C2CCS(=O)(=O)C2)c(C)c1CN(C)C(=O)c1ccc(S(=O)(=O)N(C)C)cc1 (stereo unspecified)	0.1	-3	-1.0	/	-7	/	-5	5	-13	-4
O=C(Nc1cc(=O)[nH]c(=O)[nH]1)c1cccc(C(F)(F)F)c1	0.1	-5	2.2	-9	-7	8	7	1	8	11
COc1ccc(OC)c(-c2csc3nnc(SCC(=O)Nc4ccc(NC(C)=O)cc4)n23)c1	1.0	0	-0.4	10	-2	-1	5	0	-1	2
Cc1cc(C)n(-c2ccc(C(=O)Nc3ccc4c(c3)OCCO4)cc2)n1	/	-2	5.0	-9	1	0	9	11	-12	2
O=C(NC1CCCCCC1)C1CCN(C(=O)c2ccc(Cl)cc2)CC1	0.2	2	3.5	/	13	/	4	1	-6	5
CCn1cc(S(=O)(=O)c2ccc(C)cc2)c(=O)c2cc(F)c(N3CCN(C)CC3)cc21	0.3	-9	-1.8	-4	-3	-3	6	-1	-9	1
CC(C)[C@H](NC(=O)c1ccccc1)C(=O)OCC(=O)NCC1CCCO1 (stereo partly specified)	1.1	0	-0.5	/	-6	/	0	-1	-7	4
C[C@@H]1C[C@H]2[C@@H]3C[C@H](F)C4=CC(=O)C=C[C@]4(C)[C@@]3(Cl)[C@@H](O)C[C@]2(C)[C@H]1C(=O)COC(=O)C(C)(C)C	1.7	2	-0.2	/	-7	/	2	-10	1	-8
Cc1ccc(C(=O)COC(=O)c2c(C)cc(=O)oc2C)cc1[N+](=O)[O-]	/	0	i	8	-5	-2	-2	-3	0	6
C[C@@H]1CN([C@@H](C)CO)C(=O)CCCn2nncc2CO[C@H]1CN(C)S(=O)(=O)c1ccc(Cl)cc1	1.3&0.3&0.1	-6	-0.6	/	/	/	4	-3	3	/
CC(=O)Nc1cccc(NC(=S)Nc2cccc(Cl)c2Cl)c1	2.6	9	-0.4	27	6	-5	12	5	10	4
CC12CCC(C(=O)NC3CCCC3)(CC1=O)C2(C)C (stereo unspecified)	/	4	-0.5	4	-7	-2	-2	4	-4	-1
CCc1nn(CCCC(=O)NC2CCCCC2C)c(=O)c2cc3occc3n12 (stereo unspecified)	-0.6	11	-5.3	/	/	/	16	8	5	/
CCCNC(=O)NC(=O)CSc1nncs1	0.1	8	0.2	-4	-6	2	-1	-7	1	1
CCOc1ccc(NC(=O)CC2C(=O)N(CC)C(=S)N2NC(=O)c2ccncc2)cc1 (stereo unspecified)	-2.1	6	-0.4	35	-8	1	7	4	-3	2
CS(=O)(=O)Oc1ccc(Br)c2cccnc12	1.6	1	-1.0	12	-11	1	6	5	10	-1
Cc1cc(Cl)ccc1C(=O)C1CCCN(C(=O)c2cnn(C(C)C)c2)C1 (stereo unspecified)	0.1	0	-7.1	-20	1	-6	15	4	10	7
CN(C)S(=O)(=O)c1ccc(N2CCCC2)c(C(=O)Nc2ccccc2F)c1	5.2	-3	2.8	/	-21	/	7	4	4	0

Continued; the last 4 above are carried over.
SMILES	TcdB inh	PrPC surface inh	BH1578 lux ind	DUSP3 inh	SSB-PriA inh	3CLpro inhibitor	Yp Topo-I inh	MazEF act	CCHF vOTU inh	Rv3671c inh
CCOc1ccc(NC(=O)CC2C(=O)N(CC)C(=S)N2NC(=O)c2ccncc2)cc1 (stereo unspecified)	-2.1	6	-0.4	35	-8	1	7	4	-3	2
CS(=O)(=O)Oc1ccc(Br)c2cccnc12	1.6	1	-1.0	12	-11	1	6	5	10	-1
Cc1cc(Cl)ccc1C(=O)C1CCCN(C(=O)c2cnn(C(C)C)c2)C1 (stereo unspecified)	0.1	0	-7.1	-20	1	-6	15	4	10	7
CN(C)S(=O)(=O)c1ccc(N2CCCC2)c(C(=O)Nc2ccccc2F)c1	5.2	-3	2.8	/	-21	/	7	4	4	0
COc1ccccc1C(=O)Nc1nnn(C)n1	/	2	i	32	-4	1	-9	-4	-11	-1
COc1ccc(-c2[nH]ncc2N=Nc2ccccc2)cc1	0.9	8	i	21	15	5	6	9	8	-23
O=C(/C=C/c1ccccc1)NC(=S)NNC(=O)c1cccnc1	/	-3	-0.6	9	22	0	1	8	-1	4
O=C(O)c1ccc(-n2nc(C(F)(F)F)cc2-c2cccs2)cc1	-1.4	8	-0.5	7	5&2	6	6	-31	14	/
O=C(Oc1ccc(-c2ccccc2)cc1)C1C2CCCCC21 (stereo unspecified)	1.2	-2	-3.1	4	1	0	0	-9	8	0
Cc1ccc(Cn2nc(C)c(NC(=O)C3(C)CC3(Br)Br)c2C)cc1 (stereo unspecified)	/	2	i	4	-5	0	-3	12	-18	5
Cc1ccc(N2CC(C(=O)Nc3ccc4c(c3)OCO4)CC2=O)cc1C (stereo unspecified)	1.1	8	i	-8	2	1	10	3	4	-8
O=C(/C=C/c1ccco1)Nc1nc(-c2ccc(F)c(F)c2)cs1	/	/	/	3	-7	10	/	-8	/	-5
Cc1ccc2nc(SCC(=O)NC3CCCCC3)nc(=O)n2c1	1.0	8	-0.2	/	6	/	-1	1	6	11
CC(C)CCn1c(N2CCCC2)nc2c1c(=O)n(C)c(=O)n2C	1.0	7	0.4	9	0	0	-13	11	-6	1

Looked up by compound from the entries so far:
SMILES	TcdB inh	PrPC surface inh	BH1578 lux ind	DUSP3 inh	SSB-PriA inh	3CLpro inhibitor	Yp Topo-I inh	MazEF act	CCHF vOTU inh	Rv3671c inh
COc1ccc(-c2[nH]ncc2N=Nc2ccccc2)cc1	0.9	8	i	21	15	5	6	9	8	-23
Cc1ccc(N2CC(C(=O)Nc3ccc4c(c3)OCO4)CC2=O)cc1C (stereo unspecified)	1.1	8	i	-8	2	1	10	3	4	-8

Other compounds follow.
SMILES	TcdB inh	PrPC surface inh	BH1578 lux ind	DUSP3 inh	SSB-PriA inh	3CLpro inhibitor	Yp Topo-I inh	MazEF act	CCHF vOTU inh	Rv3671c inh
CCC(C)(C)NC(=O)C(c1ccc(F)cc1)N(Cc1cccc(OC)c1)C(=O)c1cnccn1 (stereo unspecified)	-1.0	2	-0.2	10	2	5	6	-4	-3	6
CCCCCCC(=O)Nc1c2c(nc3ccccc13)N(C)CC2	/	-5	-3.2	-3	-24	3	0	3	-24	-3
CCC(C)Nc1cc(C)nc2ncnn12 (stereo unspecified)	1.8	3	-0.3	7	-15	-8	-3	-7	6	1
CS(=O)(=O)N(CC(=O)Nc1ccc2c(c1)OCCO2)Cc1ccc(Cl)cc1	/	-6	i	2	-10	3	-3	5	8	-6
Cc1cccc(OCCSc2nc3c([nH]2)c(=N)ncn3Cc2ccccc2)c1	/	2	i	43	2	-2	36	6	6	3
O=C(NC(=S)Nc1ccccc1Br)C1CC1	-0.6	0	-1.2	10	-25	1	1	-3	12	-10
CC(=O)CC(=O)Nc1ncccn1	1.8	5	i	20	-6	2	6	3	9	-6
C=CCNC(=O)c1ccc(Sc2ccccc2)c([N+](=O)[O-])c1	/	-20	-2.8	-12	-6	-2	-6	-2	6	-10
Cc1nc2scc(C)n2c(=O)c1S(=O)(=O)Nc1ccc(N2CCN(C(=O)C(C)C)CC2)cc1	-55	-6	-0.4	28	-8	2	-6	-2	16	-8
CCCCOc1cccc(C(=O)NNC(=S)NC2CCCCC2)c1	/	6	i	9	9	3	0	-6	16	-3
COc1ccc(-c2nn(-c3ccccc3)cc2C(=O)NC2CC2)cc1	-7.3	5	i	/	-2	/	8	1	8	2
COc1ccccc1C(=O)NC(=S)Nc1ccc(N2CCOCC2)c(Cl)c1	0.7	0	-0.2	4	-6	12	-7	-1	1	-2
O=C(CCN1CCN(S(=O)(=O)c2ccc(Cl)cc2)CC1)Nc1ccc(F)cc1	-0.9	1	i	10	-8	3	6	8	9	-1
O=C(NNC(=O)c1ccc(Cl)cc1Cl)c1cccs1	-1.1	-4	-0.2	-13	-7	3	9	9	4	9
Cc1ccc(-n2cccc2/C=C2/C(=N)N3C(=NC2=O)SN=C3S(C)(=O)=O)cc1Cl	/	7	-0.2	-9	-6	6	4	15	52*	-37
CCOc1ccccc1NC(=O)C1CCCN(S(C)(=O)=O)C1 (stereo unspecified)	1.2	-4	-0.7	28	-6	0	4	3	-5	2
Cc1sc2nc(SCc3nc(-c4cccs4)no3)n(-c3ccccc3)c(=O)c2c1C	/	-4	-0.4	16	-12	4	3	-3	8	11
CC(C)(C)Sc1ccccc1S(=O)(=O)C(C)(C)C	0.5	-2	i	16	-1	-1	1	-4	0	-2
Cc1cc(OCC(=O)C(C)(C)C)c2c(-c3ccccc3)cc(=O)oc2c1	-0.1	0	-1.4	/	-11	-3	27	-1	12	-2
O=c1cc(CCl)nc(Cc2c(Cl)cccc2Cl)[nH]1	1.6	6	-0.3	/	-8	/	-2	5	-7	4
CCN(CC)C(=O)Cn1cc(S(=O)(=O)CC(=O)Nc2ccccc2C)c2ccccc21	0.0	-7	-3.9	1	-9	0	9	3	8	8
Cc1cc(-n2nnc3ccccc32)nc2ccccc12	0.6	-2	i	-19	-12	-4	-1	4	-5	-15
CC(=O)Nc1ccc(C(=O)NCCCOC(C)C)cc1	1.5	-7	i	-15	-3	-1	1	10	-8	3
COc1ccc(OC(=O)COc2ccc(C)cc2)cc1	2.2	-5	-0.4	32	-17	1	-2	13	-14	-2
COc1cccc(OC)c1C(=O)Nc1sc2c(c1C#N)CCC2	0.9	12	-0.5	18	-1	1	-2	13	-8	5
COc1ccc(CC2NCC(O)C2OC(C)=O)cc1 (stereo unspecified)	0.5	94*	-0.3	/	-2	/	-2	6	-2	/
CC(C)c1ccc(N(CC(=O)NCCCN2CCOCC2)S(=O)(=O)c2ccccc2)cc1	0.3	-13	i	/	-7	/	16	6	5	/
CC(OC(=O)CCCc1nc2ccccc2s1)C(N)=O (stereo unspecified)	/	3	-0.9	-15	-12	-1	-5	3	9	2
Cc1ccc(S(=O)(=O)N2CCCCC2C(=O)O)s1 (stereo unspecified)	-1.6	8	-0.2	20	-20	5	-1	-11	0	4
O=C(O)CC(SCC(=O)Nc1ccc(Cl)c(S(=O)(=O)N2CCOCC2)c1)C(=O)O (stereo unspecified)	0.4	2	-0.3	17	-8	0	-4	6	-6	3
C=CCn1c(=O)c2c(C)c(C)sc2n2c(Nc3ccc(OC)cc3)nnc12	/	6	i	4	-3	1	11	1	23	5
O=C(COc1ccc(F)cc1)Nc1c(C(=O)N2CCC(N3CCCCC3)CC2)oc2ccccc12	0.9	-16	-0.3	18	-12	0	-10	12	11	-6
Oc1[nH]c2ccccc2c1C=Nc1ccccc1	2.1	-1	i	21	-3	2	-1	2	9	-10
Fc1ccc(-n2cc(-c3ccccc3)c3c(=S)nc[nH]c32)cc1	0.9	4	-0.2	4	37	5	15	13	17	-5
COc1ccc(S(=O)(=O)N2CCC(C(=O)Nc3cc(Cl)ccc3N3CCOCC3)CC2)cc1OC	2.9	-1	-0.4	/	-1	/	-3	8	0	-9
CCOc1cc(/C=N/O)cc(Br)c1OC	/	4	-11	12	/	1	6	0	-8	-2
NC(=O)CC(NC(=O)c1ccc(Br)cc1)c1ccc(N2CCCCCCC2)c([N+](=O)[O-])c1 (stereo unspecified)	-0.3	6	-1.2	24	18	-8	0	2	11	3
NCCc1c[nH]c2ccc(O)cc12	0.0	-5	i	/	-4	/	-1	2	11	-2

Some of the compounds tested. The share of hits here may be higher or lower than overall.
